E-selectin induc – E-selectin induction on HUVECs; AID 686992; 260,000 compounds, 0.37% hits; HUVEC E-selectin immunofluorescence imaging; normalized: neutral wells 0, TNF-alpha wells 100; P16581; activation, % at 7.58 µM;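 active = mean E-selectin-positive cell signal at least 10% of the positive control, reached in at least 60% of replicates, without over 20% cell loss; inconclusive = no rule given, readout overlaps actives, possibly toxicity-flagged; inactive = the rest, including those meeting only one limit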;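 also: in these data hits start at about 27%; measured in HUVEC primary endothelial cells; signal is the percent of cells scored E-selectin positive by PE staining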
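Read-out: % PE-positive cells | Test system: HUVEC | Doses: One compound dose added by pin transfer | Buffer or medium: EGM-2 over gelatin coat | Signal: Immunofluorescence imaging | Benchmarks: TNF-alpha, DMSO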
esBAF inh – inhibitors of esBAF chromatin remodeling in mouse ES cells; Bmi1-luciferase knock-in reporter, 24 h; 100% = twice the neutral-well signal; reporter increase, % at 12.5 µM; 350,000 compounds, 2% hits; in the data active = activation above about 40%; inconclusive = no clear call, values can overlap the other calls;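 also: 0% = median of the plate's neutral control wells and 100% = double that signal; a rise in the Bmi1 reporter signal indicates esBAF inhibition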
S100A4 inh HTS – inhibitors of human S100A4 binding to myosin IIA peptide; P26447; inhibition, % at 10.7 µM; 360,000 compounds, 0.14% hits; S100A4/TAMRA-MyoIIA peptide fluorescence polarization;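 active = mean inhibition of at least 70% across replicates, with every replicate also reaching that level; inconclusive = mean inhibition reaches 70% but some replicates fall short; inactive = mean inhibition below 70%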
Target sequence (P26447 whole entry, looked up): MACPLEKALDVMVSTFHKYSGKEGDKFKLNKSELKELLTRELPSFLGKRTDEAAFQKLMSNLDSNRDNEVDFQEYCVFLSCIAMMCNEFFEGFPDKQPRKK
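Compound dosing: one dose per compound; test system: human S100A4 monomer with TAMRA-labelled myosin IIA peptide; probe or stimulus: TAMRA-labelled myosin IIA heavy-chain peptide probe, 5 nM; medium: HEPES buffer with Ca2+, pH 7.2; schedule: 5 min incubation before reading; benchmarks: neutral control DMSO, positive control TFP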
ERp5 inh – ERp5 (human) disulfide isomerase inhibition. Q15084. ERp5 insulin aggregation, absorbance 650 nm, 90 min. AID 651711. 350,000 compounds, 0.05% hits. inhibition, % at 9.99 µM;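 active = mean replicate inhibition above about 25%, with every replicate also reaching it, limit read from the data, passing the limit was not always enough; inconclusive = only one of those two criteria met; inactive = neither criterion met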
XiGFP reactiv – X-chromosome reactivation activator; AID 743238; activation, % at 7.58 µM; 360,000 compounds, 0.055% hits; XiGFP mouse fibroblasts, % GFP-positive cells imaging, 3 d; cells co-treated with 5-aza-dC sensitizer; scaled so ellipticine positive control = 100%;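 active = mean normalized replicate activation at least 10% and every replicate at or above 10%; inconclusive = only one of the two criteria met; inactive = mean below 10% and not all replicates reach 10%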;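 also: 0% = median of on-plate neutral control wells and 100% = ellipticine 6 µM median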
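System: 68-5-11 XiGFP fibroblast line; Timing: 3 days compound exposure; Compound dosing: one concentration, pinned; Benchmarks: positive control ellipticine, 6 µM final; Buffer or medium: DMEM containing 5-aza-dC.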
RAD54 branch – blocks human RAD54 Holliday junction branch migration | Q92698 | FAM/BHQ fluorescence | inhibition, % at 10.4 µM | 360,000 compounds, 0.14% hits;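 active = mean normalized replicate activity at least 40 and at least half of replicates scoring 40 or more; inconclusive = only one of the two criteria met; inactive = mean below 40 and under half of replicates reaching 40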;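 also: 0% = median of neutral control wells and 100% = median of positive control wells; inhibitors cause a drop in the FAM fluorescence signal; in these data hits start at about 50%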
ERAP1 HTS inh – inhibitors of human ERAP1 aminopeptidase; 340,000 compounds, 0.15% hits; Q9NZ08; inhibition, % at 10.7 µM; recombinant ERAP1, Leu-AMC fluorescence, 60 min; AID 652197;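 active = mean replicate inhibition of at least 30%, or all replicates individually reaching that 30% level; inactive = mean below 30% and not every replicate reaching it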;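 also: 0% = neutral control wells and 100% = L-leucinethiol positive control wells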
Target sequence (Q9NZ08 whole entry, looked up): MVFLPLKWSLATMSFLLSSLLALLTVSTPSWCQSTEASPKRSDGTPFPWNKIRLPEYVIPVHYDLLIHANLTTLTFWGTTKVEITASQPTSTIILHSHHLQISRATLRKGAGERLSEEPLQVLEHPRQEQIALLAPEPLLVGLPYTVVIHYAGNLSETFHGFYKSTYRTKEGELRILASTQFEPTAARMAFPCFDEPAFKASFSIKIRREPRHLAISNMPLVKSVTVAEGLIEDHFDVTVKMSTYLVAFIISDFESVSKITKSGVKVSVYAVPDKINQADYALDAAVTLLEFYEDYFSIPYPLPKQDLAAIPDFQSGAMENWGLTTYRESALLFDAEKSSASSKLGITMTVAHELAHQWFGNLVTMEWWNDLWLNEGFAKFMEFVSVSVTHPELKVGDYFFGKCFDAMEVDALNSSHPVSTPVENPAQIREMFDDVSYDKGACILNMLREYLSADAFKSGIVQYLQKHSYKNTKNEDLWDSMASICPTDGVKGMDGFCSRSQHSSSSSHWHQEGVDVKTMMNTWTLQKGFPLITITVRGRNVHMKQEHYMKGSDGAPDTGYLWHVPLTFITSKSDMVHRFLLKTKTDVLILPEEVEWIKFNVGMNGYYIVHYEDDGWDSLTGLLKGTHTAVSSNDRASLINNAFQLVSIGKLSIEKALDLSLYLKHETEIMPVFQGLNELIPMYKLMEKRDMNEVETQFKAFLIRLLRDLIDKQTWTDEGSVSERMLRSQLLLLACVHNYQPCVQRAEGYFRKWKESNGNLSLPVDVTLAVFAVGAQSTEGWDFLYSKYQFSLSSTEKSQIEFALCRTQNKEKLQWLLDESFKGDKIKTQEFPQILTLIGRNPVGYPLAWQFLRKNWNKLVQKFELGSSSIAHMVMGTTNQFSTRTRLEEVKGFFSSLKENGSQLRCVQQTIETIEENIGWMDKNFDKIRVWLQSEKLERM
RAD52 anneal inh – inhibitors of human RAD52 DNA annealing; P43351; recombinant RAD52 DNA annealing, FRET fluorescence; inhibition, % at 18.7 µM; AID 651710; 360,000 compounds, 0.46% hits;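 active = every replicate showing at least 50% inhibition; inconclusive = mean inhibition at least 50% but not in every replicate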
* = called active by the depositor; ? = inconclusive; / = not tested or not shown. Compounds as they come; about 2.5% have a hit in one of these screens.

SMILES | E-selectin induc | esBAF inh | S100A4 inh HTS | ERp5 inh | XiGFP reactiv | RAD54 branch | ERAP1 HTS inh | RAD52 anneal inh
COc1ccc(OCCCC(=O)OC(C)C(=O)Nc2ccc(S(N)(=O)=O)cc2)cc1 (configuration not stated) | -0.2 | / | 5 | 0 | -0.1 | / | -1 | -2
CCC(C)c1ccc(OCC(=O)Nc2ccc(CN3CCOCC3)cc2)cc1 (configuration not stated) | 1.2 | -1 | 2 | -7 | -0.1 | -4 | 0 | 24
COc1ccccc1-c1cnc2c(c1)C(=O)N([C@H](C)CO)C[C@H](C)[C@H](CN(C)Cc1ccc(F)cc1)O2 | -0.4 | -2 | -4 | -3 | -0.9 | 0 | -1 | 4
C[C@@H]1CN([C@H](C)CO)C(=O)Cc2cc(NC(=O)CCC(F)(F)F)ccc2O[C@H]1CN(C)Cc1ccc(C(F)(F)F)cc1 | -0.1 | 10 | -20 | 0 | -0.1 | 3 | 1 | -15
COc1ccc(CCNC(=O)C2CC3Cn4c(nc5ccccc54)C3N2Cc2ccccc2)cc1 (configuration not stated) | -0.2 | -7 | 3 | 1 | 0.1 | -5 | -1 | -7
Cc1cc(S(=O)(=O)NCC2CC2)c(Cl)cc1Cl | ? | -5 | -11 | 3 | 0.0 | -1 | 1 | -14
C/C=C/c1ccc(OCc2cc(=O)n3cc(C)ccc3n2)c(OC)c1 | 0.0 | 13 | 20 | -6 | 0.3 | / | -1 | -88
COc1ccc(C(=O)N2CCN(c3ccc(N4CCOCC4)nn3)CC2)cc1OC | -1.7 | 4 | -3 | 5 | 0.0 | 5 | -1 | -10
COc1ccc(S(=O)(=O)N2CCOCC2)cc1C(=O)NCC(c1ccco1)N1CCCC1 (configuration not stated) | / | -5 | 3 | -7 | 0.0 | 1 | -1 | -32
O=C(C#Cc1ccccc1)NCc1ccccc1F | / | 13 | -2 | -5 | 0.0 | 7 | -4 | -10
CN1CCC(CNC(=O)Nc2csc3ccccc23)CC1 | 3.6 | / | -2 | -3 | 0.0 | -11 | 5 | -6
O=C(CN1C(=O)NC2(CCCC2)C1=O)NCC1CCCO1 (configuration not stated) | 0.1 | / | -5 | 1 | 0.0 | / | -1 | -9
COCC(=O)N1[C@H](CO)[C@@H](c2ccccc2-c2cccc(OC)c2)[C@@H]1C#N | 0.0 | / | 3 | 0 | 0.0 | / | 2 | -4
CC(C)(C)OC(=O)NCCCCCNC(=O)c1nc[nH]c1C(=O)N1CCc2ccccc2C1 | -0.1 | -2 | 1 | 6 | 0.0 | 6 | -1 | -66
O=C(NCCCCNC(=O)c1ccc(Br)cc1)c1ccc(Br)cc1 | 0.0 | 2 | -9 | 3 | 0.2 | -4 | 1 | -12
COc1ccc(NC(=O)N2C[C@@H](O)COC[C@@H]3O[C@@H](CC(=O)N4CCN(C)CC4)CC[C@H]32)cc1 | 0.0 | 3 | -8 | -2 | -0.1 | -4 | 1 | 0
Cc1cc(C(=O)Nc2cccc3c2O[C@@H](CN(C)C)[C@@H](C)CN([C@@H](C)CO)C3=O)n(C)n1 | -0.1 | -12 | 10 | ? | 0.0 | -6 | 2 | 2
CC[C@@]1(C(=O)OC)N[C@H](CN(C)C(=O)Nc2ccc(C(F)(F)F)cc2)[C@@H]2C(=O)N(Cc3ccccc3)C(=O)[C@@H]21 | 0.0 | 1 | -3 | 3 | -0.1 | -7 | / | 11
COc1cc(C2N(c3ccc(F)cc3)C(=O)C3CCCN32)cc(OC)c1OC (configuration not stated) | -0.1 | -4 | 5 | 1 | 0.4 | -13 | -6 | -12
COCC(=O)Nc1ccc2c(c1)OC[C@@H](C)N(C(=O)c1ccncc1)C[C@H](C)[C@@H](OC)CN(C)C2=O | -0.2 | -2 | 1 | -6 | 0.0 | -5 | -2 | -16
Cc1cc(Cl)ccc1OCC(=O)N/N=C/c1ccc(OC2OC(CO)C(O)C(O)C2O)cc1 (configuration not stated) | -1.4 | / | 6 | 0 | 0.0 | / | / | 4
O=C(N[C@@H](Cc1ccccc1)C(=O)CCl)OCc1ccccc1 | 4.5 | 9 | -3 | 0 | 0.0 | -9 | 3 | 5
COC(=O)c1ccc(CSC2=NC[C@@H]3[C@@H]4C(=O)N(Cc5ccccc5)C(=O)[C@@H]4[C@](C)(C(=O)OC)N23)cc1 | 1.2 | 2 | -3 | 4 | 0.1 | 7 | 0 | -12
CCc1ccccc1N(C)S(=O)(=O)c1ccc(-c2cc(C)no2)s1 | 0.1 | -6 | -6 | -1 | 0.3 | 3 | 0 | -5
COc1cccc(N2C(=O)/C(=C\c3cccs3)NC2=S)c1 | -0.1 | 43* | 7 | 5 | / | / | / | -13
COc1ccc(C(=O)N2CCCC(c3cc(C(=O)NCc4ccccc4)no3)C2)cc1 (configuration not stated) | -0.4 | -5 | 2 | 4 | -0.1 | 4 | 1 | -4
Cc1nc2c(Br)cc(Br)cc2c(=O)n1-c1ccccc1NC1OCC(O)C(O)C1O (configuration not stated) | 0.1 | / | 2 | -8 | 0.1 | / | 7 | -2
CC/C(=N\N=C(/CC)c1ccccc1N)c1ccccc1N | / | -8 | 1 | 3 | 0.2 | -8 | -1 | -12
CC(C)(C)C1=Nn2c(nnc2-c2ccccc2F)SC1 | / | 2 | 0 | -2 | / | -17 | 0 | -7
Cc1noc(C)c1NC(=O)N(C)C[C@H]1Oc2ccc(NC(=O)Cc3cn(C)c4ccccc34)cc2CC(=O)N([C@@H](C)CO)C[C@@H]1C | 0.5 | 0 | 7 | -8 | 0.0 | 6 | -6 | -1
CC1CC(=O)C(C(C2=C(O)CC(C)CC2=O)c2ccccc2)=C(O)C1 (configuration not stated) | -0.2 | / | -7 | -8 | 0.1 | -3 | -6 | -4
COc1ccc(C(O)c2nc(-c3ccc(F)cc3OC)cs2)cc1 (configuration not stated) | 0.0 | 2 | 3 | 3 | -0.1 | -7 | -4 | -2
Cc1ccc(S(=O)(=O)CCC(=O)NNC(=O)CN(C)S(=O)(=O)c2ccc(C)cc2)cc1 | -0.2 | 3 | 7 | 1 | 0.1 | -7 | 1 | 1
COCC(=O)Nc1ccc(Br)cc1C | 1.6 | 0 | 2 | -2 | 0.0 | 8 | -2 | -6
CCC(=O)N(C)C[C@@H]1Oc2ncc(C#CCC(C)C)cc2C(=O)N([C@H](C)CO)C[C@H]1C | 0.1 | 5 | 11 | 3 | 0.2 | -4 | 0 | 4
O=C1OC(c2ccccc2)C(O)=C1c1ccccc1 (configuration not stated) | 0.0 | -4 | -14 | 7 | 1.8 | 4 | -3 | -10
C[C@H]1CN([C@@H](C)CO)C(=O)c2cccc(NC(=O)c3cnccn3)c2O[C@H]1CN(C)Cc1ccc(Oc2ccccc2)cc1 | -0.2 | -1 | 3 | 0 | -0.1 | 0 | 2 | -13
Cc1cc(C)cc(C(=O)Nc2nnc(SCC(=O)NCC3CCCO3)s2)c1 (configuration not stated) | 0.5 | 14 | -31 | 9 | 0.3 | 2 | 1 | -9
Cc1noc(C)c1NC(=O)N(C)C[C@H]1Oc2ccc(NC(=O)NC3CCCCC3)cc2C(=O)N([C@@H](C)CO)C[C@@H]1C | 0.0 | 1 | -3 | -1 | 0.4 | -9 | 7 | -20
CC(Cc1ccsc1)NC(=O)CCc1nnc(CCc2ccccc2)o1 (configuration not stated) | / | / | 2 | 4 | 0.2 | / | 3 | -14
COc1ccccc1-c1cnc2c(c1)C(=O)N([C@@H](C)CO)C[C@@H](C)[C@H](CN(C)CC1CCOCC1)O2 | 0.2 | -5 | 5 | -1 | -0.1 | 9 | 4 | 0
CCOC(=O)N1CCC(NCCNC(=O)c2cccc(F)c2)CC1 | 0.7 | -4 | -59 | 4 | -0.3 | -14 | 2 | -11
C[C@H]1CN([C@@H](C)CO)C(=O)c2cc(-c3ccc(F)cc3)cnc2O[C@H]1CN(C)C(=O)CN(C)C | -0.1 | -2 | 4 | 0 | -1.2 | 2 | 5 | 5
CC1(C)CC(=O)C/C(=N/NC(=O)COc2ccc3ccccc3c2Br)C1 | -0.9 | -7 | 0 | 9 | 0.0 | -2 | -2 | -3
C[C@H]1CN([C@@H](C)CO)S(=O)(=O)c2ccc(C3=CCCC3)cc2O[C@@H]1CN(C)C(=O)Cc1ccncc1 | 0.1 | 3 | -8 | 1 | 0.1 | 0 | 1 | -14
CC(=C/c1ccco1)/C=N/NC(=O)c1ccncc1 | / | / | -17 | 0 | 0.0 | 10 | / | -14
CCOC(=O)C1CCN(C(=O)COC(=O)CSc2ccc([N+](=O)[O-])cc2)CC1 | / | / | -9 | 4 | 0.3 | -7 | 3 | -4
CCCCN1C(=N)N([C@@H](CCC)CN2CCC[C@H]2CN2C(N)=NC[C@@H]2Cc2ccccc2)C[C@H]1Cc1ccccc1 | 0.3 | -8 | 1 | 9 | 0.0 | 0 | 10 | 45
CCCC(=O)Nc1ccc2c(c1)nc(CN1CCN(C(=O)OCC)CC1)n2CC | 0.1 | -15 | 0 | 0 | 0.0 | -12 | 2 | -13
CC1(C)CC(=O)c2c(O)cc(OCC(=O)N3CCN(c4ccc(F)cc4)CC3)cc2O1 | / | 3 | -1 | 1 | 0.1 | 0 | -4 | -2
Cc1cccc(C(=O)O[C@H]2[C@H](Cc3ccccc3)NS(=O)(=O)[C@H]3CC4C=C[C@]23O4)c1 | -0.1 | -4 | 1 | 2 | 0.4 | 18 | -1 | -34
Cc1ccc(S(=O)(=O)CCC(=O)OC2CC(C)OC2=O)cc1 (configuration not stated) | / | -5 | 0 | 3 | 0.2 | -2 | 0 | 7
CC(=O)c1c(C)[nH]c(C(=O)OCC(=O)NCc2ccc3c(c2)OCO3)c1C | -0.1 | -6 | -2 | -1 | 0.3 | 1 | -4 | -25
COc1ccccc1C(=O)Nc1ccnn1C1CCN(C(=O)c2cnsn2)CC1 | -0.2 | 11 | 1 | 3 | 0.1 | -6 | -1 | 5
CC(=O)N1CCCCN2[C@H](CO)[C@H](c3ccc(-c4ccc(C)cc4)cc3)[C@@H]2C1 | -0.3 | / | 1 | 3 | -0.1 | -7 | 2 | 10
CN(CC(=O)Nc1ccc(F)cc1)C(=O)c1cccc(S(=O)(=O)N2CCN(c3ccc(F)cc3)CC2)c1 | -0.2 | -12 | 1 | -3 | 0.3 | 5 | 0 | -8
CCOC(=O)C1=C(COC(=O)c2ccc(OC)c(OC)c2OC)NC(=O)NC1C (configuration not stated) | / | 1 | -1 | 5 | 0.1 | 4 | 4 | -2

Assay outcomes: PubChem BioAssay, Broad Institute
